# Rpn11 block: Rpn11 (PSMD14) deubiquitinase inhibitors, primary screen, biochemical, fluorescence polarization, uHTS. 26S proteasome non-ATPase regulatory subunit 14 (Homo sapiens), O00487. human 26S proteasome, Ub4-pepOG fluorescence polarization; 20S core pre-blocked with epoxomicin. calls only at 20 µM. 360,000 compounds, 0.59% hits. AID 588493, 2011;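 active = inhibition at 20 µM, scaled to each plate's controls, above about 33%, limit read from the data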
# Target sequence (O00487 whole entry, looked up): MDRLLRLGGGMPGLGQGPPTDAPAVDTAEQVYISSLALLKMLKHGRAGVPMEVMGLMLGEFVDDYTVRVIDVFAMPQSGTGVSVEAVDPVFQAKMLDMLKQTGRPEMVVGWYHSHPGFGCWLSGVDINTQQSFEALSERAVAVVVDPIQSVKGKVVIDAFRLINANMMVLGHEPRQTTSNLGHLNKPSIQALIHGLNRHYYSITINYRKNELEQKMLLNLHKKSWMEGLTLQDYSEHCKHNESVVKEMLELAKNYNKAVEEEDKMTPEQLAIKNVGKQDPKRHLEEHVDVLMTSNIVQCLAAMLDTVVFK
# CSN inh: inhibitors of CSN-mediated cullin deneddylation, primary screen, biochemical, fluorescence polarization, uHTS. AID 651999, 2013. Purified CSN, SCF-Nedd8-OG deneddylation. 360,000 compounds, 0.38% hits. inhibition, % at 12.5 µM;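 active = pattern-corrected inhibition above about 35%, with an unprinted fluorescence ratio check between 0.5 and 1.5, limit read from the data, passing the limit was not always enough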;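 also: 0% = enzyme with substrate and 100% = substrate without enzyme; some results filed as inactive read as strong as hits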
#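 Test system: purified human Csn5 enzyme expressed in HEK293T cells. Amount: 0.24 nM enzyme. Reagent: SCFSkp2-Nedd8OG substrate at 10 nM final. Schedule: 90 min incubation of compound, enzyme and substrate at room temperature. Detection: fluorescence polarization. Read-out: % inhibition of substrate cleavage by Csn5.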
# DNMT1 inh: human DNMT1 methyltransferase inhibitors, primary screen, biochemical, molecular beacon, fluorescence, HinP1I cleavage, uHTS; DNA (cytosine-5)-methyltransferase 1 (Homo sapiens), P26358; inhibition (reported as % activation of signal), % at 10 µM; 360,000 compounds, 0.83% hits; AID 588458, 2011; in the data active = inhibition above about 50%
# MsrA inh: bovine MsrA enzyme inhibitors, primary screen, biochemical, absorbance, HTS. Methionine sulfoxide reductase A (Bos taurus). purified bovine MsrA, absorbance read-out. inhibition, % at 15.5 µM. 360,000 compounds, 0.75% hits. AID 651718, 2012; in the data active = inhibition above about 4.5%;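 also: 0% = vehicle wells with enzyme and 100% = reference inhibitor wells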
# TbMetRS inhib: T. brucei MetRS inhibitors, primary screen, biochemical, luminescence; methionyl-tRNA synthetase (Trypanosoma brucei brucei); inhibition, % at 11.9 µM; purified T. brucei MetRS, ATP depletion, Kinase-Glo luminescence; 360,000 compounds, 0.4% hits; AID 624268, 2012;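 active = inhibition above a per-plate cutoff of the control wells' mean inhibition plus 3 SD, cut at about 5.5% in these data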;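 also: 0% = DMSO wells median and 100% = median of wells with control inhibitor compound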
#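 System: purified T. brucei MetRS enzyme / Detection: Kinase-Glo luciferase luminescence reporting remaining unconsumed ATP / Medium: HEPES buffer with MgCl2, KCl, DTT, spermine, BSA, pyrophosphatase / Replication: singlicate, one well per compound / Evaluation: percent inhibition relative to median high and low control wells / Schedule: 2 h aminoacylation at 25 °C after 15 min preincubation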
# STEP block: STEP phosphatase inhibitors, primary screen, biochemical, fluorescence intensity, uHTS | 360,000 compounds, 0.25% hits | inhibition, % at 20 µM | recombinant STEP, OMFP fluorogenic substrate;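 active = inhibition at 20 µM, scaled per plate between control wells, above about 37%, limit read from the data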;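 also: 0% = DMSO with enzyme and substrate and 100% = substrate only without enzyme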
#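 System: STEP (striatal-enriched tyrosine phosphatase) enzyme, cell-free; medium: Bis-Tris pH 6.0 buffer with DTT, detergent; dosing: 20 µM, 1% DMSO; times: reaction 20 min, ambient temperature; detection: fluorescence, 480/540 nm; read-out basis: normalized % inhibition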
# NadD block: inhibitors of S. aureus NadD, primary screen, biochemical, colorimetric, uHTS. purified NadD enzyme, colorimetric absorbance read-out. 360,000 compounds, 0.78% hits. AID 602399, 2012. inhibition, % at 20 µM. Nicotinate-nucleotide adenylyltransferase NadD (Staphylococcus aureus N315); in the data active = inhibition above about 26%; also: some compounds past the cut are filed as inactive
# SUMO1 PPI mod: modulators of SUMO1 protein-protein interactions, primary screen, biochemical, uHTS. SUMO1 binding to a labelled peptide, TR-FRET, 1 h. inhibition, % at 20 µM. 360,000 compounds, 0.33% hits; in the data active = inhibition above about 37%
# Target sequence (P63165 whole entry, looked up): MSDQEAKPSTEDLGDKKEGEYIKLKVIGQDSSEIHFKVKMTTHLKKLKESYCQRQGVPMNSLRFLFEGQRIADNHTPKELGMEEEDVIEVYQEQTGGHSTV
# Scp1 inh: Scp-1 phosphatase inhibitors, primary screen, biochemical, colorimetric, uHTS; Carboxy-terminal domain RNA polymerase II polypeptide A small phosphatase 1 (Homo …; Recombinant Scp1, phosphopeptide, malachite green phosphate absorbance; inhibition, % at 20 µM; 340,000 compounds, 0.88% hits; AID 493091, 2011;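 active = inhibition above about 50% at 20 µM, limit read from the data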;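 also: plate controls were DMSO wells with enzyme for no effect and wells lacking enzyme for full effect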
# Target sequence (Q9GZU7 76-261 limits assumed): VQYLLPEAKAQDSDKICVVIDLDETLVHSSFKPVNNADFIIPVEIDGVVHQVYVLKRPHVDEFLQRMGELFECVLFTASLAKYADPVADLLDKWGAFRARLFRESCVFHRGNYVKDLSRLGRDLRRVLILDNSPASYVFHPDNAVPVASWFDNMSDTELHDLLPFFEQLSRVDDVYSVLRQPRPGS
#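 Test system – truncated SCP-1 phosphatase (76-261aa) · Reagent – Phosphorylated 17-residue peptide substrate · Incubation – 45 min room-temperature reaction, 5 min colour, 30 min stabiliser · Detection – colorimetric phosphate reagent with accelerator and stabiliser, absorbance at 630 nm · Measure – % inhibition at 20 µM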
# LMPTP inh: LMPTP phosphatase inhibitors, primary screen, biochemical, fluorescence intensity, uHTS. AID 651560, 2012. inhibition, % at 20 µM. recombinant LMPTP-A, OMFP fluorogenic substrate. 360,000 compounds, 0.22% hits. Low molecular weight phosphotyrosine protein phosphatase (Homo sapiens), P24666;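 active = compounds that cut the enzyme signal by at least half of the control window in the single-dose screen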;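 also: plate controls were DMSO wells with enzyme plus substrate for no effect and substrate without enzyme for full effect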
# Target sequence (P24666 whole entry, looked up): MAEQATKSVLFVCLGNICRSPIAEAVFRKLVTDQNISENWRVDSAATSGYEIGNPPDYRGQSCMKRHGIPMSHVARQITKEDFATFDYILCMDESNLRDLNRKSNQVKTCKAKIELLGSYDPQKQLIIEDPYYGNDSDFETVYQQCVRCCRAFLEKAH
#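 material = LMPTP-A | quantity = 0.625 nM enzyme | reagent = OMFP substrate, 400 µM final | buffer or medium = Bis-Tris pH 6.0, DTT, detergent | detection = endpoint fluorescence intensity from OMFP dephosphorylation | dosing = single 20 µM dose | read-out basis = % inhibition relative to no-enzyme and uninhibited control wells | control set = no-enzyme and uninhibited controls | timing = 50 min at room temperature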
# An asterisk follows results filed as active; i = inactive; nt = not tested or not shown; & = joins results of further samples.
SMILES,Rpn11 block,CSN inh,DNMT1 inh,MsrA inh,TbMetRS inhib,STEP block,NadD block,SUMO1 PPI mod,Scp1 inh,LMPTP inh
Cc1ccccc1-c1csc(C(O)c2cccnc2)n1 (configuration not stated),i,0,2,0.6,0.7,-2,-4,-2,nt,-2.3
Cc1ccc(COc2ccc(Br)cc2/C=N/O)cc1,i,0,-7,-0.7,0.3,1,-10,-3,-11,4.8
COc1ccc(C(=O)/C=C/C(=O)N(Cc2ccc(F)cc2)C(C(=O)NC2CCCCC2)c2ccncc2)c(O)c1 (configuration not stated),i,3,-6,nt,1.3,3,7,3,-5,1.9
CN1C(=O)N(CC(=O)N2CCN(S(=O)(=O)c3ccc4c(c3)CCC4)CC2)C(=O)C12CCCCC2,i,1,0,-0.5,-0.2,5,0,0,1,0.1
Cc1ccc(OCC(=O)Oc2c(C)cccc2C)cc1C,i,-2,12,-0.4,-1.4,0,-1,2,16,-0.5
COc1ccc(NC(=O)COC(=O)C2CC(=O)N(c3ccc(OC(C)C)cc3)C2)cc1 (configuration not stated),i,4,0,-1.3,0.5,2,-5,1,-5,0.6
Cc1c(C(=O)Nc2nc3ccccc3[nH]2)cccc1[N+](=O)[O-],i,-4,1,-0.6,-0.4,-1,-7,10,-1,0.3
COc1cc(Cl)ccc1OC1(C)CCN(Cc2ccc3ccccc3c2)C1 (configuration not stated),i,-2,-2,-0.1,0.5,0,-6,2,nt,0.8
Cc1ccc(C(=O)NNC(=O)c2ccc(-n3cncn3)c([N+](=O)[O-])c2)cc1,i,2,1,1.7,11*,0,-2,-32,-4,-0.1
Cc1ccc(-c2nc3ccc(C)cn3c2Cc2ccccn2)cc1,nt,-1,nt,1.1,-1.4,nt,-7,2,nt,1.2
CC1CCCN(C(=O)c2ccc(Cl)c(S(=O)(=O)N3CCCCCC3)c2)C1 (configuration not stated),i,0,0,0.5,-0.2,5,0,2,6,0.4
COc1ccc(-c2cc(CNS(=O)(=O)c3ccc(F)cc3)on2)cc1,i,0,2,0.2,-1.6,-2,-2,6,4,0.8
Cc1ccc(N2CCN(CCc3nc4cc(NS(C)(=O)=O)ccc4n3C)CC2)cc1,i,5,5,1.3,0.1,0,-2,-1,-4,-0.2
Cn1c(=O)c2c(nc(N3CCCCC3)n2CCCNC2=NCCCC2)n(C)c1=O,i,-1,2,-1.2,-1.1,-1,-8,-3,0,-1.3
COc1ccc(CCCNC(=O)C2CCC(=O)N(Cc3ccccc3F)C2)cc1 (configuration not stated),i,0,-2,1.2,0.3,-1,1,8,-3,-0.6
CCOC(=O)C1(CCOC)CCN(Cc2cccc(OCc3ccccc3)c2)CC1,i,6,2,-0.2,-0.2,0,-11,3,-2,0.9
CCOC(=O)N1CCN(C(=O)CN(c2cccc(C(F)(F)F)c2)S(C)(=O)=O)CC1,i,4,-2,1.1,-0.1,-8,-6,1,2,-0.3
O=C(NCCCn1ccnc1)Nc1ccc(Cl)cc1,i,2,1,-1.3,0.8,-1,-11,2,-9,-1.5
O=C(O)c1ccccc1OC(=O)C12CC3CC(CC(C3)C1)C2,i,-3,11,1.7,-0.2,-2,-6,1,-5,-0.4
COCC(=O)NNS(=O)(=O)c1ccccc1[N+](=O)[O-],i,-4,14,0.1,-0.6,-2,-2,-6,3,-1.3
COc1ccc(CCN2C(=O)CC(N3CCOCC3)C2=O)cc1 (configuration not stated),i,-1,-3,1.4,-0.9,1,-2,2,-1,0.4
Cc1nnc(SCC(=O)Nc2cc(C(N)=O)cc(C(N)=O)c2)n1-c1ccccc1,i,2,5,-0.2,0.6,2,-6,2,-5,0.5
Cc1nn(C)c(C)c1NC(=O)CN1CCC(O)(c2ccc3c(c2)OCO3)CC1,i,2,4,-1.9,0.1,3,2,2,-5,-0.8
CCOc1cccc(NC(=O)/C(C#N)=C/c2cccnc2)c1,i,-2,-3,-0.1,-0.6,1,0,19,-2,2.8
COC(=O)CN(C)C(=O)c1cccc(OC2CCN(S(=O)(=O)N(C)C)CC2)c1,i,5,3,-0.6,1.2,-5,-3,5,3,-0.7
COc1ccc(C(=O)c2ccc(CC(=O)O)s2)cc1,i,4,-4,3.8,0.8,0,4,-10,-6,-1.8
O=C(Cc1cccc2ccccc12)N/N=C/c1ccc(Sc2nc3ccccc3s2)o1,i,3,-3,1.6,0.2,0,22,0,-11,3.7
O=C(COC(=O)C1CCN(S(=O)(=O)c2cccs2)CC1)Nc1ccc(F)cc1Cl,i,1,-7,-1.0,-0.1,2,-9,-4,7,0.0
CCOc1ccc(C(=O)NCCCCNC(=O)c2ccc(OCC)cc2)cc1,i,1,3,1.5,-0.1,-8,1,2,-3,-2.0
CCOC(=O)c1c(C)n(-c2ccc(C)cc2)c2ccc(OCC(O)CNCC3CCCO3)cc12 (configuration not stated),i,5,-10,nt,-1.1,2,-1,3,-1,3.2
CC(NC(=O)c1ccccc1C(=O)O)c1ccc(-n2ccnc2)cc1 (configuration not stated),i,-2,1,0.2,0.1,0,-2,0,-8,-4.6
CCOC(=O)CSC1=NN2CCS(=O)(=O)N=C2S1,i,-7,1,-1.1,-0.8,-2,0,0,0,-1.1
COc1cccc(C(=O)Nc2ncc3c(n2)CC(c2ccc(OC)cc2OC)CC3=O)c1 (configuration not stated),i,-2,-1,0.5,-0.4,5,8,-12,6,1.1
CCSc1ccccc1C(=O)Nc1ccc2c(c1)OCO2,i,1,-13,0.4,-0.9,-1,-8,-5,-3,0.1
CCOC(=O)c1cnc2ccccc2c1Nc1cc(C(=O)O)ccc1C,i,-16,1,-0.8,-0.7,-2,3,2,-5,0.7
Cc1cc(CNC(=S)Nc2ccc(Br)cc2Cl)nn1C,i,-3,6,1.1,0.2,-5,-4,1,-7,2.0
CC(C(=O)O)N1c2cccc3cccc(c23)S1(=O)=O (configuration not stated),i,-1,3,0.6,-1.2,1,0,3,19,-2.9
COCCN1C(=O)C(CC(=O)Nc2ccc(C(C)=O)cc2)SC1=Nc1ccccc1 (configuration not stated),i,1&-6,-10&-8,-0.4&1.2,-0.2&-1.4,-2&3,-1&6,-8&-3,-4&-7,-0.5&-0.5
Cc1cc(C)n(-c2nc3c(c(=O)[nH]c(=O)n3C)n2Cc2cccc(Br)c2)n1,i,-1,-2,0.1,-0.8,-2,0,2,-3,-0.4
OC(CNC1CCCC1)COc1ccc(Cl)cc1 (configuration not stated),i,2,-1,-0.1,-0.1,-2,-3,1,0,-1.1
COCCCNC(=O)c1ccccc1-c1cc(C)no1,i,-2,-1,-0.1,3.0,0,1,2,-5,-1.0
O=C(NCCOc1ccccc1F)C1CCC(=O)N(CCc2cccc(F)c2)C1 (configuration not stated),i,2,-2,-0.5,-1.2,-4,-7,-4,-2,1.6
COc1ccc(/C=N/NC(=O)c2sc3nc(C)cc(C)c3c2N)cc1,i,-3,-1,-1.2,0.7,-1,2,-6,2,1.0
CCOc1ccccc1NC(=O)CCc1nnc2ccc(NCc3ccco3)nn12,i,-1,1,-0.4,0.1,1,10,3,16,1.7
CCOC(=O)C1CCCN(CC(=O)Nc2ccc(C(=O)Nc3ccccc3OC)cc2)C1 (configuration not stated),i,-2,1,-1.1,-0.2,0,-4,2,4,-0.7
Cc1c(Nc2nc3ccccc3n3cnnc23)cccc1[N+](=O)[O-],i,1,-2,-0.3,-0.9,4,-2,6,-10,3.7
CCCCn1c(N)c(N(CCOC)C(=O)CSCc2c(C)noc2C)c(=O)[nH]c1=O,i,-1,-1,-0.1,-0.1,-2,2,4,-5,-0.9
Cc1cccnc1NC(=O)CCNS(=O)(=O)c1ccc2c(c1)c(=O)n(C)c(=O)n2C,i,3,11,0.2,-1.1,-2,1,4,3,0.2
CC(NC(=O)Nc1ccccc1)C(c1cccs1)N1CCN(c2ccccc2)CC1 (configuration not stated),i,1,8,0.5,-0.2,1,6,-4,0,1.7
CCC(=O)c1cc(-c2nc3ccccc3n2C)n(C)c1,i,1,-3,2.9,-0.3,0,-6,7,-13,0.5
COc1cccc(NC(=O)CN(C)S(=O)(=O)c2ccc3c(c2)CCC(=O)N3)c1,i,6,-3,nt,0.2,2,1,0,-1,-2.2
Cc1ccccc1Nc1ncnc2c1cnn2-c1ccccc1,i,-2,5,0.8,-0.3,-1,-3,6,-2,0.7
Cc1cc(=O)oc2cc(OCC(=O)Nc3nnc(C4CC4)s3)ccc12,i,5,-3,0.2,-0.1,2,-4,-8,11,1.0

# 5 structures out of the list, arranged by molar mass, low to high:
SMILES,Rpn11 block,CSN inh,DNMT1 inh,MsrA inh,TbMetRS inhib,STEP block,NadD block,SUMO1 PPI mod,Scp1 inh,LMPTP inh
COCCCNC(=O)c1ccccc1-c1cc(C)no1,i,-2,-1,-0.1,3.0,0,1,2,-5,-1.0
Cc1ccccc1Nc1ncnc2c1cnn2-c1ccccc1,i,-2,5,0.8,-0.3,-1,-3,6,-2,0.7
Cc1c(Nc2nc3ccccc3n3cnnc23)cccc1[N+](=O)[O-],i,1,-2,-0.3,-0.9,4,-2,6,-10,3.7
O=C(NCCOc1ccccc1F)C1CCC(=O)N(CCc2cccc(F)c2)C1 (configuration not stated),i,2,-2,-0.5,-1.2,-4,-7,-4,-2,1.6
COc1cccc(NC(=O)CN(C)S(=O)(=O)c2ccc3c(c2)CCC(=O)N3)c1,i,6,-3,nt,0.2,2,1,0,-1,-2.2

# Bioassay records as filed in PubChem BioAssay.

# Compounds were not picked by outcome. Share with any hit: about 3.9%.
